# High-throughput results as filed in PubChem BioAssay.
# Gal4-VP16 FLuc – VP16 counterscreen qHTS for inhibitors of ROR gamma transcriptional activity; Potency, µM (doses to about 53.6 µM), for inactives: top-dose activity, negative = inhibition, actives largely listed as inhibitors; actives 3.5% (n = 310,000); Drosophila S2 Gal4-VP16 UAS-luciferase, luminescence, 20 h;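 also: Gal4-VP16 expression switched on by copper sulfate through the metallothionein promoter; potency is read from the fitted curve at half-maximal effect; % is scaled to controls: 0 for no effect and ±100 for the full control effect; nearly all actives have a fitted effect of over 50% in size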
# KCNH2 3.1 block – qHTS for Inhibitors of KCHN2 3.1: Mutant qHTS; Potassium voltage-gated channel subfamily H member 2, brain isoform KCNH2 3.1 (human); U2OS KCNH2 3.1, thallium flux FluxOr; hits give low values; activity change, % (tested at about 1.8 µM); actives 0.95% (n = 340,000);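 active = maximum activity change below -70%; inconclusive = maximum activity change from -70% to -50%; inactive = maximum activity change above -50%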;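 also: thallium influx rate constant from kinetic fluorescence after stimulation buffer; % is scaled to controls: 0 for no effect and ±100 for the full control effect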
#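 FluxOr-based Tl+ influx in U2OS cells transduced with KCNH2 3.1 virus; rate constants normalized to DMSO controls.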
# RORgamma inh – qHTS for inhibitors of ROR gamma transcriptional activity; Nuclear receptor ROR-gamma (Mus musculus), P51450; Drosophila S2 Gal4-RORgamma UAS-luciferase reporter, 20 h; Potency, µM (highest dose often 53.6 µM), for inactives: at the top dose activity change, negative = inhibition, actives largely listed as inhibitors; actives 5.4% (n = 310,000); AID 2551, 2010; also: potency is read from the fitted curve at half-maximal effect; % is scaled to controls: 0 for no effect and ±100 for the full control effect; nearly all actives have a fitted effect of over 60% in size
#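 Compounds are pin-transferred onto Drosophila Schneider cells expressing a copper-inducible Gal4–ROR gamma transactivation domain fusion. After 1 hr, copper sulfate is added to 700 uM final; luciferase is read 20 hr later.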
# FLuc modulator – qHTS profiling assay for firefly luciferase inhibitor/activator using purifed enzyme and Km concentrations of substrates (counterscreen for miR-21 project). purified FLuc, Km substrates, luminescence inhibition. AID 588342, 2011. actives 6.9% (n = 360,000). Potency, µM (doses to about 57.5 µM), for inactives: top-dose activity change, negative = inhibition, most hits filed as inhibitors. Luciferin 4-monooxygenase (Photinus pyralis), P08659;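 also: potency is read from the fitted curve at half-maximal effect; plate controls were vehicle for no effect and reference inhibitor for full effect; nearly all actives have a fitted effect of over 55% in size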
# Target sequence (P08659 whole entry, looked up): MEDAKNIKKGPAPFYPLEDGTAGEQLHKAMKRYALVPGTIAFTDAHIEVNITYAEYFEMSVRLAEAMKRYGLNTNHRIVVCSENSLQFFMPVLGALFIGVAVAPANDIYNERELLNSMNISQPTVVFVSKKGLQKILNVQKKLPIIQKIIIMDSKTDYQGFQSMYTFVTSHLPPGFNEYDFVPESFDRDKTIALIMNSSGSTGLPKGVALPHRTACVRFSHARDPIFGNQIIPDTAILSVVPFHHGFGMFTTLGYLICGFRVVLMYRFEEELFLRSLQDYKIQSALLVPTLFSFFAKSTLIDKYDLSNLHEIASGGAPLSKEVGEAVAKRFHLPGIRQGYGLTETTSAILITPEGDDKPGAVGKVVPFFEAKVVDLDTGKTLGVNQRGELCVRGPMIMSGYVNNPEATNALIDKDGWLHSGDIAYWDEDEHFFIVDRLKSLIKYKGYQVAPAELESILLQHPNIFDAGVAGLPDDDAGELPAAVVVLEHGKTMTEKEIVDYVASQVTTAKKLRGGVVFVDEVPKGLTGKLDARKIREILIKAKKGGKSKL
#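 Purified P. pyralis luciferase, 10 nM final, with Km-level 10 uM D-luciferin and 10 uM ATP in 50 mM Tris acetate pH 7.5, 10 mM Mg acetate, 0.01% Tween-20, 0.05% BSA; 6-point qHTS titration about 60 µM downward; luminescence read.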
# Giardia kill – Small Molecules that selectively kill Giardia lamblia: qHTS; activity change, % at 7.66 µM, hits read low; Giardia lamblia trophozoite viability; AID 540267, 2011; actives 0.15% (n = 340,000); in the data active = activity change below about -80%; inconclusive = between about -30% and that limit;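 also: parasites exposed to compound for two days anaerobically before the ATP read; % is scaled to controls: 0 for no effect and ±100 for the full control effect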
#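 Trophozoites 100 cells/well + cpd; 48 hrs, 37 deg C, anaerobic. ATPLite 1-Step added, 15-30 min RT, luminescence read (ATP-based viability).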
# ELG1 genotoxic – qHTS screen for small molecules that induce genotoxicity in human embryonic kidney (HEK293T) cells expressing luciferase-tagged ELG1 | actives 1.3% (n = 330,000) | Potency, µM (top dose mostly 46 µM), without a hit: at the top dose activity change, positive = activation, usual class: activators | HEK293T ELG1-luciferase reporter, luminescence, 16 h; also: potency is read from the fitted curve at half-maximal effect; % of control where 0% means no effect; nearly all actives have a fitted effect of over 60% in size
#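 Screening used a luciferase reporter fused to human ELG1 in HEK293T cells. Luminescence was read on a CCD plate imager after 16 hr exposure and 30 min ONE-Glo incubation.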
# uPA surface inh – qHTS for Inhibitors of Cell Surface uPA Generation | actives 0.31% (n = 330,000) | cell surface uPA generation assay, qHTS | Potency, µM (series often up to 38.3 µM), for inactives: top-dose activity change, negative = inhibition, hits mostly inhibitors | AID 540303, 2011; active = well fitted inhibition curve with a large enough effect; inconclusive = small, poorly fitted or top-dose-only effect; inactive = no such curve, though single readings can be large or run the other way; tested in mouse RAW 264.7 cells; also: potency is read from the fitted curve at half-maximal effect; % is scaled to controls: 0 for no effect and ±100 for the full control effect; nearly all actives have a fitted effect of over 55% in size
# FBPA coupling cs – qHTS Assay for Inhibitors of Fructose-1,6-bisphosphate Aldolase from Giardia Lamblia: Coupling assay counterscreen; coupling enzyme system counterscreen, AmpLite Red fluorescence; activity change, negative = inhibition, % at 58.2 µM, hits read low; actives 0.67% (n = 290,000); AID 2472, 2010; in the data active = activity change below about -30%; also: % is scaled to controls: 0 for no effect and ±100 for the full control effect
#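 Activity here indicates interference with the coupling reaction, not aldolase inhibition. Compounds at 57.5 uM final met coupling enzymes for 10 min at RT; substrate and AmpLite Red detection followed, with a 525/598 nm fluorescence read after 20 min.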
# Tb PFK block – qHTS Assay to Find Inhibitors of T. brucei phosphofructokinase | ATP-dependent 6-phosphofructokinase (Trypanosoma brucei brucei), O15648 | Potency, µM (series often up to 57.5 µM), for the others: top-dose activity, negative = inhibition, most hits filed as inhibitors | T. brucei PFK, ADP-Glo luminescence | actives 0.17% (n = 330,000) | AID 485367, 2010;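 also: potency is read from the fitted curve at half-maximal effect; 0% = uninhibited 1x PFK enzyme wells and -100% = no-enzyme wells; nearly all actives have a fitted effect of over 60% in size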
# Target sequence (O15648 whole entry, looked up): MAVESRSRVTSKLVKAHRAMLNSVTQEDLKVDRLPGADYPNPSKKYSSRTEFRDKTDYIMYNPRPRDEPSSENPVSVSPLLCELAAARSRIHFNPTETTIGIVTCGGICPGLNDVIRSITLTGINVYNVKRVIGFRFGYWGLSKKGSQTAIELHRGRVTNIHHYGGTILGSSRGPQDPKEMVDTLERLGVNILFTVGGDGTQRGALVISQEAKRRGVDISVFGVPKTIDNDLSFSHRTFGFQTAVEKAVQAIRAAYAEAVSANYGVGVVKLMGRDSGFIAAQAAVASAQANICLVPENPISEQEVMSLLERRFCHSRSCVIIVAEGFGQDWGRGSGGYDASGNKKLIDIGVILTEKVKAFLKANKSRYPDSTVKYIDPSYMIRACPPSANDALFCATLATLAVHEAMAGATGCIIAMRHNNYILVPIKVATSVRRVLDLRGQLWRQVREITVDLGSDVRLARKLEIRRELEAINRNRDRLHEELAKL
#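 PFK 1.25 nM, F6P 0.5 mM, ATP 0.1 mM, 0.1 M TEA pH 8.0, 5 mM MgCl2, 0.01% Tween20, 0.1% BSA; 45 min RT. ADP-Glo readout. qHTS titration up to 57 uM; curves fitted, compounds curve-classed.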
# NPC1 promoter act – qHTS Assay for NPC1 Promoter Activators. actives 2.4% (n = 320,000). Huh7 NPC1 promoter luciferase reporter, 24 h. Potency, µM (top dose mostly 9.22 µM), for the others: at the highest dose activation, most hits filed as activators;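 also: potency is read from the fitted curve at half-maximal effect; % of control where 0% means no effect; nearly all actives have a fitted effect of over 60% in size; reporter is driven by a mutant NPC1 promoter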
#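 Stably transfected Huh7 (NPC1 promoter→luciferase), 1500 cells/well in Opti-MEM + 10% FBS, 2 h settle, then compound 24 h at 37 °C. Luminescence after 10 min with Amplite reagent.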
# Rab9 prom act – qHTS Assay for Rab9 Promoter Activators; AID 485297, 2010; Huh7 Rab9 promoter-luciferase reporter, luminescence, 24 h; Potency, µM (highest dose often 9.22 µM), without a hit: at the highest dose activation, negative = inhibition, hits mostly activators; actives 2.8% (n = 320,000); also: potency is read from the fitted curve at half-maximal effect; % of control where 0% means no effect; nearly all actives have a fitted effect of over 60% in size
#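 Huh7 reporter line, Rab9 promoter upstream of luciferase. Compound exposure 24 h at 37 °C in reduced-serum medium with 10% FBS. Read-out: luminescence.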
# Starred values were filed as active, the others as inactive; u = inconclusive; x = not tested or not shown; & = joins results of further samples; [ ] = dose if it differs, or a comment. Unless noted, calls follow the shape of the dose curve; as a rule, active = well fitted curve in the direction sought with a large enough effect; inconclusive = small, poorly fitted or top-dose-only effect, or another doubt; inactive = no such curve, though single readings can be large; an effect the other way counts as inactive or inconclusive.
SMILES,Gal4-VP16 FLuc,KCNH2 3.1 block,RORgamma inh,FLuc modulator,Giardia kill,ELG1 genotoxic,uPA surface inh,FBPA coupling cs,Tb PFK block,NPC1 promoter act,Rab9 prom act
Cc1ccc(S(=O)(=O)N(C)S(=O)(=O)c2ccc(C#N)cc2)cc1,9%,x,3%,1%,x,-13%,x,-3,-1%,0%,-7%
O=C(CN1C(=O)C2C3C=CC(C3)C2C1=O)N1CCc2ccccc2C1 (centres undefined),-3%,-2,19%,-8%,12,3%,9%,-5,2%,5%,11%
CCOC(=O)c1ccc(NC(=O)CNC(=O)C2CCCCC2)cc1,-2%,-5,-9%,7%,-15,0%,8%,3,3%,1%,-2%
c1ccc(CSc2nnc3c4ccccc4c4ccccc4c3n2)cc1,0%,x,6%,3%,x,0%,x,-10,2%,-2%,10%
CCN1C(=O)C2(C(C(=O)c3ccc(C)o3)=C(O)C(=O)N2CCCN2CCOCC2)c2ccccc21 (centres undefined),-8%,-10,1%,0%,-4,-2%,2%,-11,-2%,7%,-3%
O=C(Nc1cccc(Cl)c1)Nc1ccccc1C(=O)O,u,3,-30%,0.85µM*,-5,u,8.9µM*,-6,-2%,0.56µM*,0.13µM*
O=C(Nc1ccn(Cc2ccccc2F)n1)c1ccc(COc2ccc(Cl)cc2Cl)o1,6%,10,23%,u,7,-6%,4%,-7,1%,3%,11%
CCN(c1ccccc1)S(=O)(=O)c1ccc(Cl)c(NC(=O)COC(=O)c2ccc(Cl)c(N)c2)c1,1%,-16,27%,-1%,1,-2%,-1%,0,0%,1%,1%
CCNC(=O)Cn1cc(C(F)(F)F)cc(Cl)c1=O,-5%,30,-4%,-1%,1,-1%,4%,2,0%,-4%,0%
Cc1ccc(N2C(=O)C3ON(c4ccccc4)C(c4ccncc4)C3C2=O)c(C)c1 (centres undefined),-6%,-6,-18%[10 µM],1%,5,2%,2%,3,-3%,5%,0%
Cn1c(C(O)c2ccccc2)nc(Cl)c1Cl (centres undefined),-10%,10,14%,2%,12,0%,-2%,2,-4%,-2%,3%
CC#CC(=O)N1CCCC(C(=O)c2ccc(SC)cc2)C1 (centres undefined),5%,1,17%,-2%,3,-4%,-9%,0,0%,-6%,-2%
COc1ccc(/C(C)=N/N2CCCCC2)c(O)c1,-5%,-5,22%,9.5µM*,-2,7%,18%,0,2%,5%,18%
Nc1ncnc2c1ncn2[C@@H]1O[C@H](CNS(=O)(=O)C2CC2)[C@@H](O)[C@H]1O,x,3,x,x,3,7%,4%,x,0%,x,x
CCOC(=O)NC(NC(=S)Nc1ccc(OC)cc1)C(Cl)(Cl)Cl (centres undefined),u,11,-24%,2%,7,2%,8%,2,1%,-1%,3%
COc1ccc(NC(=O)CCn2c(=O)c3cccn3c3ccccc32)c(OC)c1,-3%,15,25%,4%&-19%,7,-6%,8%,x,3%,-6%,-3%
Nc1cccc(CCc2nc3ccccc3[nH]2)c1,-8%,13,0%,-22%,-6,11%,0%,1,-2%,4%,3%
CCOC(=O)c1ccc2ncc(C(=O)OCC)c(NCCCN3CCOCC3)c2c1,-11%,16,-4%,1%,-14,-1%,-1%,0,-2%,-3%,1%
CC(=O)Nc1ccc(C(=O)N/N=C(\C)CC(=O)Nc2ccc(OCc3ccccc3)cc2)cc1,-6%,2,18%[10 µM],-20%,-6,13%,4%,1,10%,2%,3%
CCCCn1c(N)c(N(CC)C(=O)c2c(C)noc2C)c(=O)[nH]c1=O,x,8,x,x,-4,1%,3%,x,4%,x,x
COc1ccc(OC)c(S(=O)(=O)N2CCC(C(=O)NC3CC3)CC2)c1,-18%,10,2%,3%,17,2%,2%,3,-10%,-2%,0%
COC(=O)c1ccccc1NC(=O)C(CCS(C)(=O)=O)NC(C)=O (centres undefined),-9%,5,-18%,0%,-7,1%,-2%,-2,-2%,0%,-2%
O=C(Nc1ccccc1Oc1ccccc1)c1cccs1,0%,2,31%,6%,-21,-6%,-2%,0,1%,2%,-2%
CCOC(=O)c1[nH]c2ccccc2c1NC(=O)Nc1ccc(OC)cc1,6%,11,2%,-1%,3,-1%,-3%,2,1%,9%,0%
CSc1nc(C)cc(OCC(=O)N2CCOCC2)n1,-2%,-23,-1%,1%,-3,0%,5%,-3,-1%,-1%,-4%
O=C(Nc1cccnc1)C1CCCN(c2ncnc3c2nc2n3CCCCC2)C1 (centres undefined),14%,-4,31%,-2%,-2,-3%,-3%,-1,2%,1%,3%
CC1CC(C)CN(c2nc3c(c(=O)n(C)c(=O)n3C)n2C)C1 (centres undefined),2%,2,23%,-3%,1,1%,-3%,0,2%,0%,-5%
CC(C)c1ccc2[nH]c3c(c2c1)CCCC3=O,-11%,10,-20%,-12%,-8,7%,6%,2,-1%,1%,2%
C/C(=N/N=C(/N)SCc1ccccc1)C(C)(C)C,-17%,11,13%,u,-12,15%,0%,0,-2%,3%,22%
COc1cc(C2NCC(c3ccc(Cl)cc3Cl)c3c2[nH]c2ccccc32)cc(OC)c1OC (centres undefined),-19%,-18,u,1%,10,-6%,-16%,1,1%,-1%,-7%
O=C(/C=C/c1ccc2ccccc2n1)c1cc(Cl)ccc1O,4%,-11,9%,4.8µM*,-10,11%,-17%,-3,-15%,9%,-2%
Cc1ccc2nc(C3CCCN(C(=S)Nc4cccc(C)c4C)C3)[nH]c2c1 (centres undefined),u,-10,11µM*,u,-8,-3%,u,1,1%,-2%,-3%
COC(=O)NCc1ccc(Cl)c(Cl)c1,-13%,4,-5%,1%,-6,3%,4%,0,21µM*,2%,-5%
CCn1nc(C)c(CNC(=O)Nc2ccc3c(c2)OCO3)c1C,3%,-2,-20%,24µM*,-29,u,0%,2,-1%,u,u
CCC(CO)Oc1cc(NCc2cccc(C(F)(F)F)c2)c2ncn(C(C)C)c2c1 (centres undefined),x,-13,x,x,10,0%,-18%,x,-1%,x,x
COc1ccc(OC)c(NC(=O)COc2ccc(Br)cc2)c1,-2%,-8,22%,-6%,3,10%,1%,-1,0%,-2%,-4%
COc1ccc(/C=C2\CCC(C3CCCC3)C2=O)cc1OC (centres undefined),23%,0,2%,11µM*,13,u,8%,3,-7%,u,6%

# An excerpt from above in order of their number in Rab9 prom act, low to high:
structure	Rab9 prom act
COC(=O)NCc1ccc(Cl)c(Cl)c1	-5%
CSc1nc(C)cc(OCC(=O)N2CCOCC2)n1	-4%
O=C(Nc1ccccc1Oc1ccccc1)c1cccs1	-2%
CCOC(=O)c1[nH]c2ccccc2c1NC(=O)Nc1ccc(OC)cc1	0%
CC(C)c1ccc2[nH]c3c(c2c1)CCCC3=O	2%

# Full records, quoted from the list.
# CCC(CO)Oc1cc(NCc2cccc(C(F)(F)F)c2)c2ncn(C(C)C)c2c1 (centres undefined) as listed: Gal4-VP16 FLuc = x; KCNH2 3.1 block = -13; RORgamma inh = x; FLuc modulator = x; Giardia kill = 10; ELG1 genotoxic = 0%; uPA surface inh = -18%; FBPA coupling cs = x; Tb PFK block = -1%; NPC1 promoter act = x; Rab9 prom act = x
# CC(C)c1ccc2[nH]c3c(c2c1)CCCC3=O as listed: Gal4-VP16 FLuc = -11%; KCNH2 3.1 block = 10; RORgamma inh = -20%; FLuc modulator = -12%; Giardia kill = -8; ELG1 genotoxic = 7%; uPA surface inh = 6%; FBPA coupling cs = 2; Tb PFK block = -1%; NPC1 promoter act = 1%; Rab9 prom act = 2%
